Source: PubChem (several laboratories)
GPR55 LPI antagonism – GPR55 antagonists blocking LPI-driven arrestin recruitment, primary screen, imaging, U2OS, beta-arrestin-GFP, LPI agonist (AID 2013); U2OS GPR55 beta-arrestin-GFP translocation imaging, LPI antagonism; higher % means a stronger effect; inhibition, % at 10 µM, or IC50 in µM where a hit was titrated; 0.13% of 290,000 active;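 active = spots per cell inhibited over 60%, with over 100 cells counted and total cytoplasm intensity under 500,000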;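 also: U2OS cells stably carrying GPR55 and arrestin-GFP stimulated by 5 µM LPI near EC80; imaged beta-arrestin-GFP aggregate spots per cell after agonist stimulation; plate controls were LPI-stimulated DMSO wells for no effect and DMSO wells without LPI for full effect; some results filed as inactive read as strong as hits; confirmed hits need IC50 under 10 µM and bright autofluorescent wells are also inconclusive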
LYP phosphatase – inhibitors of LYP phosphatase, biochemical, fluorescence intensity, uHTS (AID 1779); Tyrosine-protein phosphatase non-receptor type 22 (Homo sapiens); recombinant LYP phosphatase, fluorescence intensity; higher % means a stronger effect; 0.054% of 290,000 active; inhibition, % at 11.5 µM, or IC50 in µM where a hit was titrated; in the data active = inhibition above about 50%;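 also: plate controls were vehicle with enzyme for no effect and no enzyme for full effect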
MgcRacGAP inhibition – MgcRacGAP GTPase-activating activity inhibitors, confirmation, biochemical, ADP Hunter fluorescence. MgcRacGAP-stimulated Rac1 GTP hydrolysis, ADP Hunter fluorescence; higher % means a stronger effect; GST-tagged Rac1 F28L mutant substrate. inhibition, % at 30 µM, or IC50 in µM where a hit was titrated. Rac GTPase-activating protein 1 (Homo sapiens). AID 624330, 2012. 0.6% of 340,000 active;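 active = first-screen hits whose inhibition reached a set limit at any dose in the follow-up dose series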;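 also: fluorescence reports GDP produced by GAP-driven GTP hydrolysis; strong numbers were not always called active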
NTR1 agonist – agonists of NTR1, primary screen, imaging, U2OS cells, beta-arrestin-GFP, high content (AID 493036); NTR1-U2OS beta-arrestin-GFP spot imaging, agonist mode; activation, % at 20 µM; 0.17% of 330,000 active; Neurotensin receptor type 1 (Homo sapiens), P30989;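 active = activation at or above 40% of the spot to cytoplasm intensity ratio, with at least 20 cells analyzed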;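 also: 0% = DMSO without peptide and 100% = 100 nM NTR1 peptide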
Target sequence (P30989 whole entry, looked up): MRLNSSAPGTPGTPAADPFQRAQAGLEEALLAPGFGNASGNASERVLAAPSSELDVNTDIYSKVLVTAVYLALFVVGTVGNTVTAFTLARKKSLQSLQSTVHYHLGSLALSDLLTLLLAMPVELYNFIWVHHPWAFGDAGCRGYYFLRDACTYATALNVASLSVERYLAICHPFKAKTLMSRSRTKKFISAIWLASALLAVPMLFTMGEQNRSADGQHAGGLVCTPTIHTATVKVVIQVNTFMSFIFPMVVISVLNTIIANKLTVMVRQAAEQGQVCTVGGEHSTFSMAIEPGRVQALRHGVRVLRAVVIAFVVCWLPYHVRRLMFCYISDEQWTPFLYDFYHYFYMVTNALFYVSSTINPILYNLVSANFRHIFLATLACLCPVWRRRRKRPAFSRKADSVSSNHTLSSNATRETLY
GPR35 antagonists – GPR35 antagonists blocking zaprinast-driven arrestin recruitment, primary screen, imaging, U2OS, beta-arrestin-GFP, zaprinast agonist (AID 2058); G-protein coupled receptor 35 (Homo sapiens); one-dose inhibition, % at 10 µM; IC50 in µM for titrated hits; 0.052% of 290,000 active; U2OS GPR35 beta-arrestin-GFP translocation imaging, zaprinast antagonism; higher % means a stronger effect;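 active = inhibition of at least 50% with at least 30 cells and total cytoplasm GFP at most 10,000,000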
Large T inhibition – SV40 large T antigen inhibitors, biochemical (AID 1903). one-dose inhibition, % at 20 µM; IC50 in µM for titrated hits. SV40 large T antigen ATPase/helicase inhibition assay; higher % means a stronger effect. 0.39% of 310,000 active; in the data active = a potency from the dose series; also: strong numbers were not always called active
Lipid droplet – inhibitors of hepatocyte lipid droplet formation, primary screen, imaging, high-throughput imaging, BODIPY stain; AML12 mouse hepatocytes, oleate lipid droplets; inhibition, % at 6.5 µM; 0.4% of 240,000 active;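 active = lipid droplet intensity inhibited by at least 50%, with more than 500 cells counted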
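System: AML12 hepatocytes (mouse). Probe or stimulus: oleic acid at 100 µM to induce lipid droplet formation. Times: overnight treatment with compound plus oleate. Detection: Image-based BODIPY and DAPI two-channel analysis. Evaluation: percent inhibition of filter-corrected integrated lipid droplet intensity per well.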
GPR55 activation – GPR55 agonists via beta-arrestin recruitment, primary screen, imaging, U2OS cells, beta-arrestin-GFP redistribution (AID 1961); U2OS GPR55 beta-arrestin-GFP redistribution imaging; higher % means a stronger effect; activation, % at 10 µM; hits with a dose series show EC50 in µM; 0.048% of 290,000 active;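 active = activation above 40% with more than 50 cells counted in the well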;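 also: U2OS osteosarcoma cells stably expressing GPR55 and beta-arrestin-GFP; plate controls were DMSO negative control for no effect and LPI positive control for full effect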
T cell modulator – modulators of CD8 T cell-vesicle binding, primary screen, mouse 2C CD8+ T cells, flow cytometry | 2C CD8+ T cell-vesicle binding; stronger effect = lower value | calls only at 7 µM | 0.068% of 330,000 active;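 active = response, share of CD8 T cells binding vesicles, and their 90th percentile fluorescence all below set limits, cut at about 80% in these data, passing the limit was not always enough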
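Assay system – 2C mouse CD8+ T cells · Also added – QL9-loaded Drosophila micro-vesicles · Timing – Cell–vesicle co-incubation 1.5 h at 37 °C, staining 20 min on ice · Signal – flow cytometry of vesicle-bound cells · Measure – percent CD8+ FL2 mean versus row control · Controls – Peptide-free naked vesicles (low) and QL9 vesicles with 0.7% DMSO vehicle (high)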
Lipid droplet cells 6.5 µM – further read-out of Lipid droplet, marked with its call; cell count; measured here: cell count, cytotoxicity flag;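 cells counted across two imaged fields per well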
T cell modulator vesicle-bound % – also measured in T cell modulator; calls as there; double positive events, %; measured here: CD8+ vesicle-bound cell fraction;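 binding gate set so that unloaded-vesicle control wells show 10% double positive cells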
NTR1 agonist cell count 20 µM – further read-out of NTR1 agonist, marked with its call; cell count; measured here: cell count, cytotoxicity flag
Numbers without * were called inactive; i = inactive; . = no result given.

Values run as follows: GPR55 LPI antagonism	LYP phosphatase	MgcRacGAP inhibition	NTR1 agonist	NTR1 agonist cell count 20 µM	GPR35 antagonists	Large T inhibition	Lipid droplet	Lipid droplet cells 6.5 µM	GPR55 activation	T cell modulator	T cell modulator vesicle-bound %
[1] O=C(Cc1ccsc1)Nc1ccc(Cl)cc1Cl
  2%	-5%	0%	1.6	46	-22%	5%	0	670	-0.2%	i	59
[2] FC(F)(F)c1ccc(C2[C@H]3CN(Cc4ccc(-c5ccccc5)cc4)[C@H](c4ccccc4)C34CC2(c2cccnc2)C4)cc1 (some centres undefined)
  1%	9%	.	0.7	41	5%	6%	7	650	-0.1%	i	15
[3] Cc1cc(C(=O)COC(=O)C2=NNC(=O)CC2)c(C)n1-c1ccc(OC(F)F)cc1
  17%	-1%	-3%	-1.1	37	8%	-2%	-7	721	0.5%	i	62
[4] COc1cc(NC(=O)C2CC(=O)N(CCc3ccc(F)cc3)C2)cc(OC)c1OC (centres undefined)
  12%	-5%	8%	1.6	52	-3%	3%	-20	765	-0.2%	i	28
[5] CCOC(=O)c1[nH]cnc1C(=O)Nc1ccccc1C
  -9%	-6%	5%	1.3	44	2%	17%	20	711	-0.1%	i	34
[6] COc1ccc(-n2cc(CN(C)C3CCOCC3)c(-c3cccc(F)c3)n2)cc1
  98%	-10%	9%	1.4	62	-7%	3%	3	706	0.4%	i	6
[7] CC(CCc1ccccc1)NC(=O)/C=C/c1ccc(F)cc1 (centres undefined)
  -4%	-1%	.	-0.3	55	-11%	4%	3	755	-0.4%	i	38
[8] Cc1cccc(OCCOC(=O)CN2C(=O)NC3(CCCC3)C2=O)c1
  .	.	-4%	1.4	57	.	-2%	.	.	.	i	14
[9] COC(=O)CNc1nc(Cl)nc(Nc2ccc(C)cc2)n1
  4%	0%	1%	1.5	60	6%	5%	8	707	0.5%	i	50
[10] CCOc1cccc2cc(-c3csc(NC(=O)CCC(=O)NCCCN4CCC(C)CC4)n3)c(=O)oc12
  20%	7%	.	1.3	63	7%	5%	15	659	-0.3%	i	47
[11] COCN(C#N)c1nc(N(C)C)nc(N(C)C)n1
  2%	-5%	5%	-0.7	28	1%	2%	18	715	0.1%	i	13
[12] Cc1cc(C(=O)OCC(=O)N2c3ccccc3CC2C)c(C)o1 (centres undefined)
  10%	-5%	14%	-0.6	45	-7%	4%	3	646	-0.2%	i	5
[13] COc1ccc(C(=O)NCCS(=O)(=O)N2CCN(Cc3ccccc3)CC2)cc1
  .	.	6%	-0.1	58	.	-1%	.	.	.	i	47
[14] CC1(C)c2cc(O)ccc2OC1N1CCOCC1 (centres undefined)
  6%	-7%	9%	-0.2	82	0%	2%	.	.	-0.1%	i	24
[15] COc1cccc(-c2nc(Oc3cc(C)cc(C)c3)c3ccccc3n2)c1O
  -1%	-1%	.	1.5	55	-2%	12%	-6	674	0.3%	i	11
[16] O=C(CSc1nc2ccccc2[nH]1)c1ccc2c(c1)OCO2
  0%	-6%	0%	0.6	77	1%	3%	-6	735	-0.3%	i	44
[17] CCCC(=O)NC(=S)Nc1ccc(N2CCOCC2)c(Cl)c1
  10%	-6%	9%	1.5	82	-15%	8%	4	735	0.0%	i	59
[18] CC1CC(C)CN(S(=O)(=O)c2ccc3c(c2)CCN3C(=O)C2CC2)C1 (centres undefined)
  1%	-7%	16%	4.2	59	0%	8%	3	733	0.7%	i	51
[19] Cc1[nH]c2ccccc2c1/C=N/NC(=O)CNC(=O)c1cccs1
  14%	-8%	14%	-0.7	52	15%	4%	0	690	-0.2%	i	32
[20] O=C(/C=C/c1ccccc1)/C=C/c1ccccc1
  32%	2%	16%	12	61	-5%	22%	11	721	2.0%	i	43

Next section; the last 3 above are carried over.
no.	smiles	GPR55 LPI antagonism	LYP phosphatase	MgcRacGAP inhibition	NTR1 agonist	NTR1 agonist cell count 20 µM	GPR35 antagonists	Large T inhibition	Lipid droplet	Lipid droplet cells 6.5 µM	GPR55 activation	T cell modulator	T cell modulator vesicle-bound %
18	CC1CC(C)CN(S(=O)(=O)c2ccc3c(c2)CCN3C(=O)C2CC2)C1 (centres undefined)	1%	-7%	16%	4.2	59	0%	8%	3	733	0.7%	i	51
19	Cc1[nH]c2ccccc2c1/C=N/NC(=O)CNC(=O)c1cccs1	14%	-8%	14%	-0.7	52	15%	4%	0	690	-0.2%	i	32
20	O=C(/C=C/c1ccccc1)/C=C/c1ccccc1	32%	2%	16%	12	61	-5%	22%	11	721	2.0%	i	43
21	CCCc1nnc(NC(=O)CCC(=O)N2CCN(CCOc3ccc(C)cc3)CC2)s1	-8%	-7%	12%	1.7	54	-8%	2%	2	720	-0.1%	i	28
22	COc1cc2cc(C(c3nnnn3C(C)(C)C)N3CCc4ccccc43)c(=O)[nH]c2cc1OC (centres undefined)	5%	6%	9%	2.6	49	-10%	26%	.	.	0.6%	i	7
23	C=CCOC(=O)C1=C(C)NC(SCC(=O)OCC)=C(C#N)C1c1ccc(C)cc1 (centres undefined)	0%	6%	7%	7.1	58	0%	7%	.	.	-0.1%	i	45
24	CC1(C)C(C=C(Cl)Cl)C1C(=O)N1CCN(c2ccccc2)CC1 (centres undefined)	5%	1%	2%	1.1	72	-10%	4%	-9	722	-0.1%	i	12
25	CC(Sc1nc(NCc2ccccc2)nc(N2CCOCC2)n1)C(=O)Nc1ccccc1 (centres undefined)	21%	-4%	-7%	7.4	58	-14%	3%	59*	762*	0.0%	i	38
26	CC(=O)c1ccc(S(=O)(=O)N2CCC(NC(=O)Nc3cccc(F)c3)CC2)cc1	-3%	4%	13%	1.5	51	-3%	12%	-11	642	0.3%	i	56
27	CC(=O)N1CCC(C(=O)Nc2cc(C)cc(C)c2)CC1	-12%	-5%	0%	0.9	55	-4%	9%	6	784	0.1%	i	37
28	COc1cccc(C2C(C(=O)c3cccs3)=C(O)C(=O)N2CCN2CCOCC2)c1OC (centres undefined)	11%	-10%	11%	-2.3	74	-5%	.	0	837	-0.1%	.	.
29	CC1=Nc2ccc(Br)cc2C(c2ccccc2)N1CC(=O)O (centres undefined)	6%	-2%	5%	-0.2	36	0%	0%	20	732	0.3%	i	38
30	CCOc1ccc(N(CC(=O)Nc2cccc(OC)c2)S(C)(=O)=O)cc1	0%	-11%	-1%	0.6	73	-3%	8%	7	829	-0.1%	i	58
31	Cc1oc(-c2ccc(Cl)cc2)nc1CS(=O)CC(=O)NCCCN1CCN(Cc2ccccc2)CC1 (centres undefined)	-2%	-9%	10%	1.5	58	20%	9%	-14	672	0.2%	i	53
32	Nc1ccc(Cc2ccccn2)cc1	4%	-6%	3%	0.2	34	-3%	29%	-12	707	0.1%	i	30
33	CCC(C)(C)NC(=O)C(c1cccc(OC)c1)N(C(=O)CNC(=O)c1cccs1)c1cccnc1 (centres undefined)	-12%	-5%	4%	1.0	55	3%	5%	10	791	0.2%	i	22
34	O=C1/C(=C/c2cccs2)CCC/C1=C\c1cccs1	-1%	-1%	12%	2.5	57	-15%	28%	22	767	0.6%	i	28
35	CCC(CO)NS(=O)(=O)c1cc(-c2nn(C)c(=O)c3ccccc23)ccc1C (centres undefined)	-3%	-7%	4%	2.9	82	-5%	5%	3	734	0.2%	i	44
36	CCOC(=O)N1CCc2c(sc3c2c(=O)n(Cc2ccccc2)c(=O)n3CC(=O)NCCOC)C1	1%	0%	12%	-1.3	88	0%	-1%	-10	647	-0.1%	i	56
37	O=C(COc1ccc(Br)cc1)N1CCN(c2ccc([N+](=O)[O-])c(N3CCCCC3)c2)CC1	4%	7%	1%	5.8	68	2%	2%	-6	664	-0.3%	i	4
38	COc1cccc(OC)c1C(=O)Nc1c(C(=O)N2CCN(c3ccccn3)CC2)oc2ccccc12	-10%	-6%	-9%	-1.7	64	-9%	13%	-20	724	0.0%	i	25

Screen by screen, as entered above:
GPR55 activation, nos. 23 to 31, in order: -0.1%, -0.1%, 0.0%, 0.3%, 0.1%, -0.1%, 0.3%, -0.1%, 0.2%
